Screening results from PubChem.
aGal spleen mod = inhibits or activates alpha-galactosidase in human spleen homogenate; P06280; human spleen homogenate, 4MU-alpha-Gal fluorescence, 40 min; Potency, µM (highest dose often 80 µM), for the others: at the top dose activity change, negative = inhibition, hits mostly inhibitors; actives 0.008% (n = 240,000);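 further: potency means the concentration at half of the fitted maximal effect; 0% = enzyme with vehicle and -100% = no enzyme basal signal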
Target sequence (P06280 32-429 limits assumed): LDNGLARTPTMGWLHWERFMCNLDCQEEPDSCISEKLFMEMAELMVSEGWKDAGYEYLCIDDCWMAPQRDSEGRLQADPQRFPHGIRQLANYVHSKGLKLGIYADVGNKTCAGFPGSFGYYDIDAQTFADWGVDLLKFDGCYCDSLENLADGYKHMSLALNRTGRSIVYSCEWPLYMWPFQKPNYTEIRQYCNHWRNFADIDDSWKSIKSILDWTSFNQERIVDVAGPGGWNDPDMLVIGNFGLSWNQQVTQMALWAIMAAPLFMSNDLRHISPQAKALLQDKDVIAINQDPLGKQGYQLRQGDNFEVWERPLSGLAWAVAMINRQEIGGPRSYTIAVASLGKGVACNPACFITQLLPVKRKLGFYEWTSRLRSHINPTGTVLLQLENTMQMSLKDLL
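qHTS titration in buffer at pH 5.0. Alpha-galactosidase activity in spleen homogenate was measured via 4-methylumbelliferone release from 1 mM fluorogenic substrate after 40 min at 37C and a pH 10 stop. AC50 came from Hill fits of control-normalized data.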
NPSR antag = blocks cAMP signaling of the human neuropeptide S receptor; Q6W5P4; CHO-NPSR cells, cAMP TR-FRET, antagonist mode; Potency, µM (highest dose often 38.3 µM), without a hit: top-dose activity change, negative = inhibition, hits mostly inhibitors; actives 1% (n = 220,000); further: potency means the concentration at half of the fitted maximal effect; on the % scale 0 is the no-effect control and ±100 the full control effect; nearly all actives have a fitted effect of over 50% in size; many of its hits are not listed in these tables
Target sequence (Q6W5P4 whole entry, looked up): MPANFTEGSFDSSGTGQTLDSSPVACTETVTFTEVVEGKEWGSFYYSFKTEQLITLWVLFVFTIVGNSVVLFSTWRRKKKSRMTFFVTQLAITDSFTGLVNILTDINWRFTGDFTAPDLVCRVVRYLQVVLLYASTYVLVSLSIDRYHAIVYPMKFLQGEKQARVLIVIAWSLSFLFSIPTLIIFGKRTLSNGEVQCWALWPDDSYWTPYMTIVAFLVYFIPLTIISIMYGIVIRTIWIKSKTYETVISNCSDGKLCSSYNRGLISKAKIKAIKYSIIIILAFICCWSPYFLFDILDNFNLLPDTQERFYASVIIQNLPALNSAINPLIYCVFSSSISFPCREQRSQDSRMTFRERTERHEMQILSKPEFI
LMNA splice mod = modulators of lamin A splicing. Potency, µM (series often up to 46.1 µM), inactives show at the top dose ratio change, negative = inhibition, actives largely listed as inhibitors. actives 0.01% (n = 200,000). HeLa LMNA splicing GFP/RFP minigene ratio, 48 h; active means well fitted inhibition curve with a large enough effect in the signal ratio, with a control signal flat, not every such curve was filed as active; inconclusive means small, poorly fitted or top-dose-only effect, or effect the other way, or a change in a side signal; the % refers to the signal ratio; further: potency means the concentration at half of the fitted maximal effect; on the % scale 0 is the no-effect control and ±100 the full control effect
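Read-out is the ratio of GFP to DsRed2 object intensity, acquired by 488 nm laser-scanning cytometry on HeLa lamin A-EGFP minigene reporter cells. Compound incubation 48 hrs at 37 °C in Opti-MEM with 2% FBS; DMSO 0.5% final.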
Epigenetic derep = derepresses silenced GFP reporter in murine cells. murine LDR cells, GFP reporter derepression, 30 h. actives 0.2% (n = 280,000). Potency, µM (top dose mostly 53.9 µM), inactives show at the highest dose GFP activation, actives largely listed as activators; further: potency means the concentration at half of the fitted maximal effect; % of control where 0% means no effect; nearly all actives have a fitted effect of over 60% in size
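Readout is the number of GFP-expressing murine LDR cells, counted by cytometry following washing. Cells were treated with compound for 30 h at 37 C; the stably integrated CMV-GFP locus is normally silent.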
CBFb RUNX1 block = blocks binding between human CBF-beta and RUNX1; AlphaScreen CBFb-His/RUNX1-biotin binding, biochemical; Potency, µM (titrated, usually from 59.8 µM), inactives show at the highest dose activity, negative = inhibition, most hits filed as inhibitors; AID 1477; Q01196+Q13951; 230,000 tested, under 10 active; further: % of control where 0% means no effect
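Bead-based AlphaScreen assay; binding partners His-tagged CBF-beta and biotinylated RUNX1 at 30 nM each. Compound exposure 15 min after a 20-min protein preincubation; bead step 90 min; all steps at room temperature.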
Luc counter = Kinase-Glo luciferase inhibition (counter-screen) | Q27757 | Kinase-Glo luciferase, ATP luminescence, 8 min | Potency, µM (top dose mostly 38.3 µM), for inactives: at the highest dose activity change, negative = inhibition, actives largely listed as inhibitors | actives 0.28% (n = 200,000) | AID 1379; further: potency means the concentration at half of the fitted maximal effect; on the % scale 0 is the no-effect control and ±100 the full control effect; nearly all actives have a fitted effect of over 60% in size
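Light output from Kinase-Glo luciferase with luciferin and 10 uM ATP in 50 mM imidazole pH 7.2, KCl, MgCl2, Tween 20, BSA; compound pin-delivered, 8-min ambient incubation, then luminescence read.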
IMPase Li cell = cell-permeable IMPase inhibitors with lithium potentiation | CHO-M1 cells, IP1 TR-FRET (IP-One), carbachol + lithium | Potency, µM (top dose mostly 59.4 µM), for inactives: top-dose activity, negative = IMPase inhibition, actives largely listed as inhibitors | actives 0.35% (n = 210,000);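 further: IP1 builds up when IMPase is blocked and the TR-FRET signal falls; potency means the concentration at half of the fitted maximal effect; plate controls were basal vehicle for no effect and high inhibitor control for full effect; nearly all actives have a fitted effect of over 50% in size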
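Concentration–response in CHO-M1 cells, lithium-potentiated; 30 min at 37C. IP1 detected by competitive TR-FRET after 10 min lysis at RT. Hill-fitted AC50.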
An asterisk follows results filed as active; u = inconclusive; x = not tested or not shown; & = joins results of further samples; [ ] = remark or other dose. Unless noted, the call rests on the fitted dose curve; in most records, active means well fitted curve in the direction sought with a large enough effect; inconclusive means small, poorly fitted or top-dose-only effect, or another doubt; inactive means no such curve, though single readings can be large; an effect the other way counts as inactive or inconclusive. Not all compounds are listed; count on the stated rates, not on these rows.

SMILES	aGal spleen mod	NPSR antag	LMNA splice mod	Epigenetic derep	CBFb RUNX1 block	Luc counter	IMPase Li cell
Cn1cccc1C(=O)NC(=O)COC(=O)CNC(=O)CNC(=O)c1ccc(Cl)cc1Cl	-1%	-11%	13%[46 µM]	-4.8%	-8%	2%	3%
CCCN1CC23C=CC(O2)C(C(=O)O)C3C1=O (centres undefined)	7%	-4%[46.1 µM]	-7%	0.0%	3%	2%	10%[38.3 µM]
Cc1ccnc(NS(=O)(=O)c2ccc(NC(=O)CCS(=O)(=O)c3ccccc3)cc2)n1	-3%	-6%	x	1.9%	-8%	3%	-3%
CC(C)=NOC(=O)c1c(C)noc1-c1snnc1C	-4%	1%	x	3.1%	-4%	x	x
COC(=O)N1CC=CC1(C)C(=O)O (centres undefined)	2%	x	x	1.5%	2%	0%	-3%
CCOC(=O)Cc1csc(-n2sc3ccccc3c2=O)n1	1%	-3%[46.1 µM]	-7%	5.7%	-15%	-7%	7.9µM*
COC(=O)c1ccccc1N=Nc1c(N)[nH][nH]c1=O	-6%	u	x	6.1%	-9%	x	x
CC1CC(=O)N(c2ccc(NCc3ccc(Cl)cc3)c([N+](=O)[O-])c2)C1=O (centres undefined)	-1%	26%	u	-2.7%	-6%	2%	3%
O=C(CCNc1n[nH]c(=O)[nH]c1=O)N/N=C\c1ccc(Br)cc1	-2%	10%	x	-0.7%	7%	x	x
COc1ccc(CC(=O)Nc2ccc(-c3nnc(-c4ccccc4)o3)cc2)cc1	7%	-6%[46.1 µM]	16%	u	-2%	-1%	10µM*
Cc1c(NC(=O)c2c(F)cccc2F)c(=O)n(-c2ccccc2)n1C	-17%	4%[46.1 µM]	-1%	-0.2%	-7%	-5%	1%[38.3 µM]
CC(=O)N(CN1C(=O)c2ccccc2C1=O)c1ccccc1	2%	-4%[46.1 µM]	4%	-1.6%	-7%	6%	9%[38.3 µM]
COCCNC(=S)N(Cc1cc2cc(C)ccc2n2nnnc12)C1CCCC1	6%	u	u	0.0%	3%	-2%	5%
C#CCOCCOCCOCCNc1nc(N2CCN(C(=O)[C@H]([C@@H](C)CC)n3cc([C@@H](N)CO)nn3)CC2)nc(N2CCN(C(=O)[C@H](Cc3ccc(O)cc3)n3cc([C@@H](N)C(C)CC)nn3)CC2)n1 (some centres undefined)	-10%	-18%	x	1.6%	1%	x	-6%
Cc1ccccc1C(=O)N=c1sccn1C	-13%	-10%[46.1 µM]	3%	1.5%	2%	-1%	43%[activator][38.3 µM]
O=C(CCN1Cc2ccccc2C1)c1ccc2c(c1)OCCO2	2%	u	u	0.9%	0%	-2%	-2%[38.3 µM]
CC1Cc2c(-c3ccccc3)nc3c(c2CO1)CN(CCOc1ccccc1)CC3 (centres undefined)	10%[17.5 µM]	x	x	0.8%[10.1 µM]	12%[13.1 µM]	x	x
CCc1ccccc1NC(=O)Nc1ccc(F)cc1	5%	12%	x	-0.7%	18%	x	x
NC(=S)N1OC[C@@H]2COc3ccc4ccccc4c3[C@@H]21	5%	-3%	x	-1.1%	-6%	3%	26%
COc1ccc(C(=O)Nc2cc(OC)c(NC(=O)c3ccco3)cc2OC)cc1	-1%	-9%[46.1 µM]	-12%	0.7%	-3%	16%	36%[38.3 µM]
COc1ccc(C(c2sc3nc(C)nn3c2O)N2CC(C)OC(C)C2)cc1OC (centres undefined)	0%	-5%[46.1 µM]	-4%	-1.0%	2%	0%	3%
O=C(Cn1c(=O)oc2ccccc21)Nc1ccc(S(=O)(=O)N2CCCCC2)cc1	-6%	-7%[46.1 µM]	-7%	13%	5%	-4%	10%[38.3 µM]
O=c1ccc2cc3c([nH]c4ccc(Br)cc43)oc-2c1O	-2%	-3%[46.1 µM]	-3%	-0.8%	u	-4%	13%[38.3 µM]
CCOc1ccc(NC(=NCc2ccc3c(c2)OCO3)SC2CC(=O)N(c3ccc(C(=O)O)cc3)C2=O)cc1 (centres undefined)	-1%	-53%	u	3.1%	-1%	-1%	9%
Nc1ccc(O)c2c(=O)cc(-c3ccccc3Cl)oc12	0%[119 µM]	-14%	2%	4.7%&0.2%	-25%[89.1 µM]	-3%[39.9 µM]	-1%&13%
Cc1ccc2nc(NCCCN3CCOCC3)c(C=NCCCN3CCOCC3)c(=O)n2c1	8%	-9%[46.1 µM]	-14%	0.0%	8%	6%	25%[38.3 µM]
O=C(O)CNC(=O)c1ccc(OC(F)F)cc1	-2%	4%[46.1 µM]	2%	3.0%	5%	3%	2%[38.3 µM]
c1ccc(C(CN2CCOCC2)c2ccccc2)cc1	6%	-2%[46.1 µM]	4%	0.2%	5%	-3%	10%[38.3 µM]
Cc1ccc(-c2nc3c(c(=O)[nH]c(=O)n3Cc3ccccc3)n2C)s1	0%	-5%	x	14%	-2%	x	x
CC(C)(C)c1ccc(CNc2cc(N3CCOCC3)ccc2[N+](=O)[O-])cc1	-7%	u	u	4.1%	u	x	x
CN(C)c1ccc(CC2C(=O)Nc3ccccc32)cc1 (centres undefined)	4%	-3%	x	6.6%	-9%	x	x
COc1cccc(C(=O)CN2CCN(S(=O)(=O)c3cccc([N+](=O)[O-])c3)CC2)c1	-9%	-12%[46.1 µM]	-2%	0.4%	-21%	1%	0%
O=C(/C=C/c1ccccc1)NC(=S)Nc1cccnc1	4%	-13%[46.1 µM]	-2%	-0.3%	5%	x	x
O=C(/C=C/c1ccc(Cl)cc1Cl)NCc1ccncc1	10%	-9%[46.1 µM]	u	-2.2%	2%	1%	8%[38.3 µM]
N#CCC(=O)NNC(=S)NC(=O)C(c1ccccc1)c1ccccc1	-1%	5%	u	1.1%	1%	-4%	6%
CCC1CCc2c(c3ccccc3[nH]c2=O)O1 (centres undefined)	-6%	-8%[46.1 µM]	6%	-2.3%	3%	1%	-10%[38.3 µM]
CC(=O)N=C(N)Sc1nc2ccccc2[nH]1	-6%	-9%[46.1 µM]	-7%	-0.8%	-4%	-11%	13%
CCCCCN=c1ccn(Cc2ccccc2)c2ccccc12	0%	x	x	5.5%	1%[21.7 µM]	-1%	30%
CC(C)NC(=O)CSc1nc(N)c(NC(=O)c2ccccc2F)c(=O)[nH]1	-3%	4%	0%	-0.9%	5%	-3%	-9%
COCCNC(=O)COC(=O)/C=C/c1c(C)nn(Cc2ccc(Cl)cc2Cl)c1Cl	-2%	-11%[46.1 µM]	u	1.0%	4%	x	x
Cc1cccc(C)c1NC(=O)COC(=O)c1cc(-c2cccnc2)nc2ccccc12	-12%	-5%	1%	0.0%	3%	1%	5%
Cc1cc(C)c(C(=O)/C=C/c2cccc3ccccc23)c(=O)[nH]1	-1%	0%	u	1.0%	-11%	-2%	3%
CN(C)/C=N/c1ncc(C(=O)c2ccccc2)s1	-2%	-9%[46.1 µM]	-4%	-3.4%	6%	0%	-2%
O=C(COc1ccc2c(C(F)(F)F)cc(=O)oc2c1)Nc1ccc2c(c1)OCCO2	1%	2%[46.1 µM]	8%	1.0%	-1%	-6%	14%[38.3 µM]
O=C(COC(=O)C1CCCCC1)Nc1ccc(N2CCCCC2)cc1	-10%	-13%[46.1 µM]	-1%	-0.3%	-14%	0%	-1%[38.3 µM]
COc1cc(NC(=S)Nc2ncccc2C)cc(OC)c1OC	-3%	-18%	4%[46 µM]	-1.9%[10.1 µM]	2%	-2%	4%
Cc1ccccc1C(=O)NC(=S)Nc1ccccc1[N+](=O)[O-]	-3%	-13%	u	0.1%	-11%	2%	1%
OCCCNCc1ccc(Cl)cc1Cl	7%	24%	x	-0.7%[10.1 µM]	-2%	0%	2%
CN(C)c1ccc(N=Cc2nc(-c3ccccc3)oc2OC(=O)c2cccc(Br)c2)cc1	4%	-46%	6%	11%	-12%	0%	4%

Quoted at random: 5 compounds from above, in no set order.
SMILES	aGal spleen mod	NPSR antag	LMNA splice mod	Epigenetic derep	CBFb RUNX1 block	Luc counter	IMPase Li cell
CN(C)c1ccc(N=Cc2nc(-c3ccccc3)oc2OC(=O)c2cccc(Br)c2)cc1	4%	-46%	6%	11%	-12%	0%	4%
COCCNC(=S)N(Cc1cc2cc(C)ccc2n2nnnc12)C1CCCC1	6%	u	u	0.0%	3%	-2%	5%
Cc1c(NC(=O)c2c(F)cccc2F)c(=O)n(-c2ccccc2)n1C	-17%	4%[46.1 µM]	-1%	-0.2%	-7%	-5%	1%[38.3 µM]
CC1Cc2c(-c3ccccc3)nc3c(c2CO1)CN(CCOc1ccccc1)CC3 (centres undefined)	10%[17.5 µM]	x	x	0.8%[10.1 µM]	12%[13.1 µM]	x	x
Nc1ccc(O)c2c(=O)cc(-c3ccccc3Cl)oc12	0%[119 µM]	-14%	2%	4.7%&0.2%	-25%[89.1 µM]	-3%[39.9 µM]	-1%&13%

As a short view, some entries already given:
SMILES	aGal spleen mod	NPSR antag	LMNA splice mod	Epigenetic derep	CBFb RUNX1 block	Luc counter	IMPase Li cell
Cc1cccc(C)c1NC(=O)COC(=O)c1cc(-c2cccnc2)nc2ccccc12	-12%	-5%	1%	0.0%	3%	1%	5%
Cc1cc(C)c(C(=O)/C=C/c2cccc3ccccc23)c(=O)[nH]1	-1%	0%	u	1.0%	-11%	-2%	3%
CN(C)/C=N/c1ncc(C(=O)c2ccccc2)s1	-2%	-9%[46.1 µM]	-4%	-3.4%	6%	0%	-2%
